# Compound activity from PubChem.
# GAA glycogen – GAA glycogen-cleavage inhibition or activation; Potency, µM (top dose mostly 76.4 µM), for inactives: top-dose activity change, negative = inhibition, actives largely listed as inhibitors; recombinant GAA, glycogen substrate, Amplex Red glucose oxidase fluorescence; 300,000 tested, 0.38% active;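 also: 0% = full enzyme reaction and -100% = no-enzyme basal signal; the screen sought inhibitors and activators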
#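 Natural-substrate format: glycogen cleavage by 4 nM human enzyme, glucose read by Amplex Red coupling (Ex 573, Em 610 nm). Normalized to enzyme and no-enzyme controls.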
# IMPase Li cell – membrane-permeable IMPase blocker, potentiated with lithium | AID 1457 | 210,000 tested, 0.35% active | Potency, µM (highest dose often 59.4 µM), for inactives: top-dose activity, negative = IMPase inhibition, usual class: inhibitors | CHO-M1 cells, IP1 TR-FRET (IP-One), carbachol + lithium;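 also: IP1 builds up when IMPase is blocked and the TR-FRET signal falls; plate controls were basal vehicle for no effect and high inhibitor control for full effect; nearly all actives have a fitted effect of over 50% in size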
#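 Readout is a homogeneous TR-FRET IP1 immunoassay (Ex 320, Em 665 and 620), where raised cytosolic IP1 lowers signal. Cells were CHO-M1 treated 30 min at 37C with test compounds plus a little lithium; AC50 values came from Hill-equation fitting.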
# RGS12 GoLoco inh – blocks human Gai1 binding to RGS12 GoLoco peptide, red readout; 230,000 tested, 0.44% active; P63096; Potency, µM (doses to about 61.6 µM), for the others: top-dose activity, negative = inhibition, usual class: inhibitors; Gai1:RGS12 GoLoco peptide FP, rhodamine, 10 min; active = well fitted inhibition curve with a large enough effect, not every such curve was filed as active; inactive = no such curve, though single readings can be large or run the other way; also: % is scaled to controls: 0 for no effect and ±100 for the full control effect; nearly all actives have a fitted effect of over 30% in size; many of its hits are not listed in these tables
# Target sequence (P63096 whole entry, looked up): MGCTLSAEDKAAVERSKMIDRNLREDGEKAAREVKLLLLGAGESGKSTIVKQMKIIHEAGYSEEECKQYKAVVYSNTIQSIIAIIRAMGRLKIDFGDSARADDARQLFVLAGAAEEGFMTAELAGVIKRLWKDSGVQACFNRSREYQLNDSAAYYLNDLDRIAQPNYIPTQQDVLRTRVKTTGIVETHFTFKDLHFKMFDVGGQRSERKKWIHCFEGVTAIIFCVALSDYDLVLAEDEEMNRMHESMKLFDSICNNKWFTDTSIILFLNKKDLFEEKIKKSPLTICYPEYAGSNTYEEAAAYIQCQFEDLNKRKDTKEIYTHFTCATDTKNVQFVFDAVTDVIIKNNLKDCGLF
# GAA inhib – blocks human lysosomal alpha-glucosidase; 200,000 tested, 0.005% active; AID 1466; P10253; purified human GAA, 4-MU-alpha-glucoside fluorescence; Potency, µM (series often up to 76.9 µM), for inactives: at the top dose activity change, negative = inhibition, hits mostly inhibitors;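 also: plate controls were uninhibited enzyme wells for no effect and no-enzyme background for full effect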
#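 AC50 values come from Hill fits of compound titrations (up to 77 uM) against 4 nM human enzyme. Substrate 4-methylumbelliferyl-alpha-D-pyranoside at 400 uM, pH 5.0 citrate buffer, 20 min room temperature; fluorescence Ex 365/Em 440 after alkaline stop.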
# HTT ATP protect – cytoprotection in Huntington HTT-Q103 PC12 cell model; PC12 HTT-Q103 induced, cytoprotection, ATP luminescence, 40 h; Potency, µM (titrated, usually from 56.4 µM), inactives show cytoprotection (ATP increase), most hits filed as activators; 230,000 tested, 0.14% active; AID 1471;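 also: % of control where 0% means no effect; nearly all actives have a fitted effect of over 45% in size; toxic huntingtin expression switched on by the ecdysone agonist tebufenozide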
#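 Huntington model: PC12 line, ecdysone-inducible HTTQ103 exon1–GFP, tebufenozide 100 nM. Test articles in a dose series. Endpoint luminescence from cellular ATP.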
# HTT aggregate – inhibitors of mutant huntingtin aggregate formation in PC12 cells; PC12 HttQ103-GFP aggregates, Acumen cytometry, 40 h; Potency, µM (series often up to 46.1 µM), for the others: top-dose activity change, negative = inhibition, hits mostly inhibitors; 220,000 tested, 1.1% active; also: % is scaled to controls: 0 for no effect and ±100 for the full control effect; nearly all actives have a fitted effect of over 60% in size
#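 Read-out: GFP aggregate count by laser scanning cytometer (488 nm excitation, 500-530 nm emission, 1–25 µm objects >6 SD above background). Cells: PC12, inducible HTTex1-Q103-GFP, 100 nM tebufenozide; compounds titrated.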
# aGlu spleen mod – lysosomal alpha-glucosidase (human) modulation; human spleen homogenate, 4-MU-alpha-glucoside fluorescence; Potency, µM (titrated, usually from 79.9 µM), for the others: top-dose activity change, negative = inhibition, hits mostly inhibitors; 240,000 tested, 0.006% active;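 also: 0% = enzyme with vehicle and -100% = no enzyme basal signal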
#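 Human spleen homogenate (1 ug) incubated with compounds and 1 mM 4-methylumbelliferyl-alpha-D-glucopyranoside in pH 5.0 citrate/phosphate buffer, 37 C, 40 min. Stopped at pH 10; 4-MU fluorescence (Ex 365/Em 440 nm); AC50 by Hill fit.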
# * marks the source's active call; other numbers are inactive results; u = inconclusive; x = not tested or not shown; & = joins results of further samples; [ ] = remark or other dose. Unless noted, calls follow the shape of the dose curve; as a rule, active = well fitted curve in the direction sought with a large enough effect; inconclusive = small, poorly fitted or top-dose-only effect, or another doubt; inactive = no such curve, though single readings can be large; an effect the other way counts as inactive or inconclusive. Potency is read from the fitted curve at half-maximal effect. The list is partial; count on the stated rates, not on these rows.
# Order of values: GAA inhib, GAA glycogen, HTT aggregate, IMPase Li cell, aGlu spleen mod, RGS12 GoLoco inh, HTT ATP protect
O=C1c2oc3ccc(Cl)cc3c(=O)c2C(c2ccco2)N1CCN1CCOCC1 (stereo not drawn)
 : -8%, -14%, -33%, 4%, -4%, 18%, -7%
COC(=O)C1C(=O)c2c(n[nH]c2C)CC1(C)C (stereo not drawn)
 : -13%, 0%, 0%, -6%[38.3 µM], 0%, -15%, -28%[0.074 µM]
CC(C)(C)NC(=S)N/N=C/c1c(Cl)cccc1Cl
 : -1%, 7%, 12%[9.22 µM], x, -4%, 15%, 15%[10 µM]
Cn1nc(C(F)(F)F)c(C(=O)Nc2ccc(F)cc2F)c1Sc1ccc(C(F)(F)F)cc1
 : -15%, u, 5%, 10%[38.3 µM], -5%, -6%, u
CN(C1CCCCC1)S(=O)(=O)c1ccc(S(=O)(=O)N2CCCC2)cc1
 : u, -6%, -17%, 41%[activator][38.3 µM], -2%, 0%, 6%[10 µM]
O=C(COC(=O)c1ccc(S(=O)(=O)NCc2ccco2)cc1)NCC1CCCCC1
 : -8%, 2%, 12%, 17%[38.3 µM], 4%, -9%, 4%
Cc1nc(S(=O)(=O)Nc2ccc3c(c2)OCCO3)cn1C
 : x, 4%, 1%[9.22 µM], x, 0%, 4%, 16%[10 µM]
Cc1cccc2cn[nH]c12
 : 0%, -6%, -1%, -10%, 0%, 8%, -25%
CCc1cc2c(=O)c(-c3nc4ccccc4n3C)c(CCCC(=O)O)oc2cc1OC(=O)C(C)(C)C
 : 6%, 2%, -9%, 0%, 5%, 5%, u
O=C(/C=C/c1ccc(O)cc1)c1ccc(O)cc1O
 : -10%, 3%, -7%, 28%&5%&15%&2%, 2%, 5%&9%&9%&6%, u
CCCc1c(C(=O)Nc2ccc(N3CCOCC3)cc2)cnn1-c1ccccc1
 : -7%[15.4 µM], 4%, 8%[9.22 µM], x, 1%, 6%, 21%[10 µM]
CC(C)(C)C(=O)Oc1cc(N)n(S(=O)(=O)c2ccccc2)n1
 : 4%, 4%, 8%, 22%[38.3 µM], 1%, -8%, 7%[10 µM]
Cc1cccc(NC(=S)N2CCC(c3nc4ccccc4s3)CC2)c1
 : -3%, -2%, -10%, -7%[38.3 µM], -9%, -7%, -6%
NC(=O)COC(=O)c1ccc(-c2ccc(O)cc2)cc1
 : 4%, -11%, -6%[9.22 µM], x, -5%, -2%, -13%[10 µM]
Cc1cc(C)n(-c2cccc(CN3CCC(CO)(Cc4ccccc4)CC3)c2)n1
 : -7%, -13%, 6%, 10%, -1%, 2%, -23%
Cc1cccc(N2C(=O)C(O)=C(C(=O)c3cccs3)C2c2ccc(C(C)C)cc2)n1 (stereo not drawn)
 : x, 1%, -4%[9.22 µM], x, 0%, -1%, 0%[10 µM]
Oc1ccccc1C(=S)N1CCCCCC1
 : -3%, 1%, 19%, 41%[activator][38.3 µM], 1%, 1%, 25%
COc1ccccc1-c1nc(=S)c(C(C)=O)c(C)[nH]1
 : x, -15%, -6%[9.22 µM], x, -19%, -4%, 10%[10 µM]
CCc1nnc(NS(=O)(=O)c2ccc(NS(=O)(=O)c3ccc(NC(C)=O)cc3)cc2)s1
 : -7%, -6%, -5%, 26%[38.3 µM], -9%, 20%, -14%
C=CCOC(=O)COCCC(C)C
 : x, x, x, 25%, -3%, -6%, -6%

# Laid out differently: results already given
molecule,GAA inhib,GAA glycogen,HTT aggregate,IMPase Li cell,aGlu spleen mod,RGS12 GoLoco inh,HTT ATP protect
CC(C)(C)C(=O)Oc1cc(N)n(S(=O)(=O)c2ccccc2)n1,4%,4%,8%,22%[38.3 µM],1%,-8%,7%[10 µM]
CCc1cc2c(=O)c(-c3nc4ccccc4n3C)c(CCCC(=O)O)oc2cc1OC(=O)C(C)(C)C,6%,2%,-9%,0%,5%,5%,u
Cc1cccc2cn[nH]c12,0%,-6%,-1%,-10%,0%,8%,-25%
CC(C)(C)NC(=S)N/N=C/c1c(Cl)cccc1Cl,-1%,7%,12%[9.22 µM],x,-4%,15%,15%[10 µM]

# More records
# Order of values: GAA inhib, GAA glycogen, HTT aggregate, IMPase Li cell, aGlu spleen mod, RGS12 GoLoco inh, HTT ATP protect
CN1CCc2c(c3ccccc3n2Cc2ccccc2)C1
 : u, 7%, 3%, 18%[38.3 µM], -4%, 0%, 7%
CCOc1ccc(-n2c(Cc3cc(=O)[nH]c(=O)[nH]3)nnc2SC(C)C(=O)OC)cc1 (stereo not drawn)
 : 0%[15.4 µM], 11%, 12%, 6%[38.3 µM], -2%, 9%, 10%
COC(=O)CSC1=C(C#N)C(c2ccc3c(c2)OCO3)C2=C(CCCC2=O)N1 (stereo not drawn)
 : -9%, -11%, 1%, 33%[38.3 µM], -1%, 6%, -13%
Cn1c(=O)c(C(=O)CN2CCCc3ccccc32)c(N)n(Cc2ccccc2)c1=O
 : -5%, u, -26%, -10%[38.3 µM], 5%, 132%[activator], -5%[10 µM]
O=c1c2cc(O)c(O)cc2oc2cc(O)c(C3OC(CO)C(O)C(O)C3O)c(O)c12 (stereo not drawn)
 : x, x, x, u, -18%, 1%, u
O=C(Nc1ccc(Br)cc1)c1ccc(CSC2=NCCS2)cc1
 : 15%, 9%, 7%, 6%[38.3 µM], 3%, 0%, 1%
COC(=O)c1cc(NC(=O)c2cc(-c3ccc(Cl)cc3)oc2C(F)(F)F)ccc1N1CCOCC1
 : x, -7%, 20%[9.22 µM], x, -3%, 7%, 14%[10 µM]
CC(=O)N(CCP(=O)(c1ccccc1)c1ccccc1)Cc1ccco1
 : -7%, 10%, 11%, -1%[38.3 µM], -3%, -4%, -17%
COC(=O)c1ccccc1NC(=O)c1cc(OC)cc(OC)c1
 : -4%, -1%, -10%, 19%[38.3 µM], -3%, 9%, -6%
O=C1NC2(CCCCCC2)Oc2ccccc21
 : u, 12%, 6%[9.22 µM], 0%, 3%, -4%, 4%[10 µM]
O=C(Cc1ccccc1)N1CCN(C(=O)c2ccc([N+](=O)[O-])cc2)CC1
 : 11%, 9%, x, 9%, -2%, 0%, x
CC1CCCCN1CC(=O)NC(c1ccccc1)c1ccccc1 (stereo not drawn)
 : 5%, -2%, -25%[9.22 µM], 25%, -3%, -31%, -26%[10 µM]
CCOc1cc(CO)ccc1OCC(=O)N1CCCCC1
 : -9%, -3%, u, 0%[38.3 µM], -3%, 2%, -18%[10 µM]
Cc1ccc(Cl)cc1
 : x, x, x, -11%, 2%, 12%, 9%
COC(=O)[C@H]1[C@H]2C[C@H]3c4[nH]c5ccccc5c4CCN3C[C@H]2CC[C@@H]1O
 : x, 16%[76.3 µM], x, 3%, 3%, 10%, x
C/C(=N\OCC(=O)N/N=C/c1ccccc1)c1cccs1
 : -12%, 2%, 17%, 24%[38.3 µM], -5%, 5%, 17%[10 µM]
CCN1CCN(CC(=O)c2cc(Cl)ccc2Cl)CC1
 : -1%, -3%, 2%, 9%, -5%, 0%, -16%
O=C(COC(=O)CCC(=O)c1ccc(Cl)cc1)NC1CC1
 : 4%, 4%, 17%, -3%, 5%, 32%[activator], -26%
O=C(c1noc2c1CCCC2)N1CCN(c2ccccc2)CC1
 : 0%, 1%, -15%, 5%[38.3 µM], -2%, 6%, 6%
CCCCOc1ccc(C(=O)Nc2ccc(SC(F)F)cc2)cc1OC
 : -4%, 1%, -1%, 6%, 6%, 1%, -7%[10 µM]
Cc1ccccc1CN1C2=NCCN2c2ccccc21
 : -6%, -3%, -25%, 23%[38.3 µM], -5%, -18%, -19%[0.074 µM]
CS(=O)(=O)Nc1ccc(C(=O)NCCSCc2ccco2)cc1
 : -2%, 2%, -9%, 9%[38.3 µM], -24%, -6%, 26%[10 µM]
C=CCS(=O)(=O)c1cccc2cccnc12
 : 10%, 9%, 18%[9.22 µM], -1%, -2%, 4%, -9%[10 µM]
Cc1ccc(S(=O)(=O)N2CCC(=O)N(CCOCc3ccc(Cl)cc3)CC2)cc1
 : u, -8%, u, 18%, 2%, -1%, x
CSc1ccc(C(=O)C2CCCN(C(=O)c3cccnc3SC)C2)cc1 (stereo not drawn)
 : -8%, -11%, 0%[9.22 µM], 24%, -3%, 13%, 18%[10 µM]
CNC(=O)c1csc(-c2ccncc2)n1
 : -4%, 7%, -5%, -11%, 2%, -2%, 13%[10 µM]
O=C(NC(N1CCOCC1)C(Cl)(Cl)Cl)c1ccc(F)cc1 (stereo not drawn)
 : 4%, -10%, 19%, -2%, -15%, 12%, -48%[inhibitor]
O=c1oc2cc(N=Cc3ccc4c(c3)OCO4)ccc2c2ccccc12
 : x, x, x, -16%, x, 5%[14.2 µM], -4%[10 µM]
CS(=O)(=O)N(CC(=O)N/N=C/c1ccco1)c1ccccc1Br
 : 0%, 4%, -5%, 7%, 3%, -13%, -13%[10 µM]
Cc1nnc(SCC(=O)Nc2nsc(-c3ccccc3)n2)s1
 : u, 2%, 13µM*, 7%[38.3 µM], 4%, 10%, -3%[0.074 µM]
CCn1c2ccccc2c2cc(NC(=O)Nc3ccc([N+](=O)[O-])cc3C)ccc21
 : x, -2%, -20%[9.22 µM], x, -4%, 7%, -1%[10 µM]
O=C(Nc1cccc(S(=O)(=O)N2CCCCC2)c1)c1ccccn1
 : -7%, 2%, -25%, 18%, -5%, 9%, -47%[inhibitor]
COc1cccc(NC(=O)Nc2cccn(Cc3ccccc3)c2=O)c1
 : 7%, -12%, -12%, -4%[38.3 µM], 1%, -5%, -28%
O=c1c2nnn(-c3cccc(F)c3)c2ncn1Cc1ccccn1
 : -4%, -12%, -3%, 9%, x, 4%, -25%
CC(=O)CCC(=O)NCCc1ccccc1F
 : 9%, 4%, 0%, 12%[38.3 µM], 0%, 8%, 25%
CCC(C)NC(=O)c1ccc(CSc2nc3ccncc3n2Cc2ccc(F)cc2)cc1 (stereo not drawn)
 : -1%, 6%, -9%, 0%, 0%, 3%, x
COc1cccc2c1OC(=O)CC2c1ccc(C)cc1 (stereo not drawn)
 : x, x, x, 4%, -4%[119 µM], -5%[88.7 µM], -118%[inhibitor][96.6 µM]
Cc1cc2c(cc1C)C(=O)NC(C)(C)C2
 : -9%, 9%, 10µM*, -11%[38.3 µM], -2%, 0%, -3%

# Printed as active in HTT aggregate (from the list above):
smiles,GAA inhib,HTT aggregate,IMPase Li cell,aGlu spleen mod,RGS12 GoLoco inh
Cc1nnc(SCC(=O)Nc2nsc(-c3ccccc3)n2)s1,u,13µM*,7%[38.3 µM],4%,10%
Cc1cc2c(cc1C)C(=O)NC(C)(C)C2,-9%,10µM*,-11%[38.3 µM],-2%,0%
